USP1 inh: Inhibitors of USP1/UAF1: Primary Screen | recombinant USP1/UAF1, Ub-Rhodamine cleavage fluorescence | Potency, µM (series often up to 57.1 µM), inactives show top-dose activity change, negative = inhibition, actives largely listed as inhibitors | 390,000 tested, 0.23% active | AID 743255, 2014; also: % is scaled to controls: 0 for no effect and ±100 for the full control effect; nearly all actives have a fitted effect of over 60% in size; inactives centre near -12
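USP1/UAF1 complex at 1 nM was preincubated with compound for 15 min at room temperature, then Ub-Rho substrate (150nM final) was added. Fluorescence (480/540 nm) was read kinetically, 6 reads every 60 seconds.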
RGS4 inh: Inhibitors of Regulator of G Protein Signaling (RGS) 4: qHTS | Regulator of G-protein signaling 4 (Homo sapiens), P49798 | Transcreener GDP fluorescence polarization, RGS4-accelerated GTP hydrolysis | Potency, µM (doses to about 114 µM), for the others: top-dose activity change, negative = inhibition, hits mostly inhibitors | 390,000 tested, 0.039% active | AID 504845, 2011; also: % is scaled to controls: 0 for no effect and ±100 for the full control effect; nearly all actives have a fitted effect of over 75% in size; some results filed as inactive show a strong effect at the top dose
Target sequence (P49798 whole entry, looked up): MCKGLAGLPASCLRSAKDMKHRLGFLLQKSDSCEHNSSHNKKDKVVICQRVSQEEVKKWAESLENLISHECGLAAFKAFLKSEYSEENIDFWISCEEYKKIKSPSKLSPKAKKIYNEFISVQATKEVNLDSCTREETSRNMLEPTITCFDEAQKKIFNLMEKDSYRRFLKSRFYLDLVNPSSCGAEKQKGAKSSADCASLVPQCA
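MLSMR compounds (23 nl, pin-transferred) preincubated 10 min at room temperature with a 500nM (2x) first reagent, then RGS4 at 900nM (2x) plus Transcreener GDP mix added; fluorescence polarization (620/688 nm) read before and after 90 min at 30 °C.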
12-LOX inh: Primary qHTS assay for inhibitors of human arachidonate 12S-lipoxygenase (ALOX12): Round 2; purified 12hLO, xylenol orange hydroperoxide absorbance; Potency, µM (series often up to 108 µM), inactives show top-dose activity change, negative = inhibition, usual class: inhibitors; 580,000 tested, 1.1% active; also: % is scaled to controls: 0 for no effect and ±100 for the full control effect
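Purified human 12hLO (150 nM final) in 25 mM Hepes, 0.01% Triton X-100, pH 7.0 was preincubated 15 min at room temperature with compound. Then 40 uM arachidonic acid was added, 30 min. Hydroperoxide was read by Fe-XO absorbance ratio 573/405 nm.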
RXFP1 agonist: qHTS Assay for Agonists of the Relaxin Receptor RXFP1. Relaxin receptor 1 (Homo sapiens), Q9HBX9. HEK293T-RXFP1 cAMP TR-FRET, 30 min; response scale: percent of porcine relaxin response, buffer zero. Potency, µM (series often up to 57.5 µM), without a hit: top-dose activation, hits mostly activators. 370,000 tested, 0.3% active. AID 2676, 2010; also: % is scaled to controls: 0 for no effect and ±100 for the full control effect; nearly all actives have a fitted effect of over 60% in size; many of its hits are not listed in these tables
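cAMP rise read by TR-FRET after 30 min, 37C compound exposure (up to 58 uM) in RXFP1-transfected HEK293 cells with Ro 20174 present. EC50 from Hill-equation fits, with 29 nM porcine relaxin as 100% and buffer as basal.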
rTrxR1 inhibitor: qHTS Assay for Inhibitors of Mammalian Selenoprotein Thioredoxin Reductase 1 (TrxR1): qHTS; recombinant rTrxR1, NADPH fluorescence consumption, selenite substrate; Thioredoxin reductase 1, cytoplasmic (Rattus norvegicus), O89049; Potency, µM (highest dose often 114 µM), for inactives: at the highest dose activity change, negative = inhibition, actives largely listed as inhibitors; 390,000 tested, 1% active; also: % is scaled to controls: 0 for no effect and ±100 for the full control effect; nearly all actives have a fitted effect of over 65% in size
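Rat TrxR1 (90 nM in the dispensed reagent) was pre-reduced with 400 uM NADPH for 5 min at room temperature, then incubated with compound for 15 min. After 400 uM selenite was added, NADPH fluorescence (Ex 340/Em 450 nm) was followed for 8 min.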
Vif-APOBEC3G blk: qHTS for Inhibitors of Vif-A3G Interactions: qHTS; DNA dC->dU-editing enzyme APOBEC-3G (Homo sapiens), Q9HC16; HeLa A3G-eYFP + Vif (tagged APOBEC3G with the HIV-1 protein that degrades it), YFP fluorescence, overnight; Potency, µM (doses to about 46.1 µM), for the others: at the highest dose activity, negative = active, usual class: inhibitors; 410,000 tested, 0.076% active; AID 602310, 2012;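 also: % is scaled to controls: 0 for no effect and ±100 for the full control effect; nearly all actives have a fitted effect of over 60% in size; hits raise eYFP signal because A3G escapes Vif-driven loss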
Target sequence (Q9HC16 whole entry, looked up): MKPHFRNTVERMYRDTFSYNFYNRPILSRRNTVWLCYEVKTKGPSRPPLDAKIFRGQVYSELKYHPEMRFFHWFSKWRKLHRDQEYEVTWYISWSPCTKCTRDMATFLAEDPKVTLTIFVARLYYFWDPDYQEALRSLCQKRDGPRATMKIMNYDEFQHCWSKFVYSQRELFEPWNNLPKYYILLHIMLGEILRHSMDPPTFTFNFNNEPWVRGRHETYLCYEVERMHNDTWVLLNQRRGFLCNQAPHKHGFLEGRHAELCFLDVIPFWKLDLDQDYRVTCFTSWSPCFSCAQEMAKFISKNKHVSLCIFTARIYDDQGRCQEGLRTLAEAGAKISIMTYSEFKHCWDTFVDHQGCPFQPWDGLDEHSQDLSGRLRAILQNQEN
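HeLa cells stably expressing Vif and C-terminally eYFP-tagged A3G, seeded overnight at 37 deg C, then exposed to compound by pintool overnight at 37 deg C. Rise in yellow fluorescence (Ex 488/Em 500-530, Acumen) marks blocked Vif-driven A3G degradation.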
TrxR1 substrate: qHTS Assay for Substrates of Mammalian Selenoprotein Thioredoxin Reductase 1 (TrxR1): qHTS; Thioredoxin reductase 1, cytoplasmic (Rattus norvegicus), O89049; purified TrxR1 substrate turnover, NADPH consumption readout; Potency, µM (series often up to 114 µM), for the others: top-dose activity change, negative = substrate turnover; 390,000 tested, 0.01% active; also: % is scaled to controls: 0 for no effect and ±100 for the full control effect; nearly all actives have a fitted effect of over 50% in size
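Rat TrxR1, dispensed at 90 nM, was prereduced with 400 uM NADPH (final) for 5 min at ~22 deg C, then incubated with compound 15 min before 400 uM selenite. A first-read NADPH fluorescence drop versus no-compound background flagged substrates.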
Vif-A3F inh: qHTS for Inhibitors of Vif-A3F Interactions: qHTS. Potency, µM (series often up to 46.1 µM), inactives show at the top dose activity, negative = active. 390,000 tested, 0.2% active. AID 602313, 2012. HeLa A3F-eYFP + Vif (tagged APOBEC3F with the HIV-1 protein that degrades it), YFP fluorescence increase; also: % of control where 0% means no effect; nearly all actives have a fitted effect of over 65% in size
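HeLa cells stably expressing A3F-eYFP plus Vif, plated and incubated overnight at 37 deg C, then exposed to compounds overnight at 37 deg C. Blocked degradation read as raised yellow fluorescence (Ex 488/Em 500-530).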
mIDH1 inhibitor: qHTS for Inhibitors of mutant isocitrate dehydrogenase 1 (IDH1): qHTS | Isocitrate dehydrogenase [NADP] cytoplasmic (Homo sapiens), O75874 | IDH1-R132H enzyme, NADPH consumption, diaphorase/resazurin fluorescence | Potency, µM (titrated, usually from 76.6 µM), inactives show at the top dose activity change, negative = inhibition, most hits filed as inhibitors | 390,000 tested, 0.093% active | AID 602179, 2012; also: % is scaled to controls: 0 for no effect and ±100 for the full control effect; nearly all actives have a fitted effect of over 65% in size
Target sequence (O75874 whole entry R132H, stated change not applied): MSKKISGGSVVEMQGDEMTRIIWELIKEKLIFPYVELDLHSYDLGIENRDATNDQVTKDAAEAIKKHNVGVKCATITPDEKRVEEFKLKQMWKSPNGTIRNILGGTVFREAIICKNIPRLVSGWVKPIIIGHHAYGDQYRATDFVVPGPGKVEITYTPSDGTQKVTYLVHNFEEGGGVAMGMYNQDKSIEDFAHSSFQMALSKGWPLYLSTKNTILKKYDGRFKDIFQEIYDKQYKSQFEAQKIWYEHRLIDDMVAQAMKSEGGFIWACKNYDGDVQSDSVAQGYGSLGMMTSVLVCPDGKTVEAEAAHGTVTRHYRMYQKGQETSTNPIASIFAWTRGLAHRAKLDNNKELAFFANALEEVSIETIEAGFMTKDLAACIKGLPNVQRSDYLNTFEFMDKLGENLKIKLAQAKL
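IDH1-R132H (0.5 ug/mL dispensed) in pH 7.5 Tris buffer was preincubated 30 min with compound, then given a substrate mix of 0.016 mM NADPH and 2 mM alpha-KG for 80 min at room temperature; remaining NADPH was read by diaphorase/resazurin fluorescence.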
Starred values were filed as active, the others as inactive; u = inconclusive; x = no result given; & = joins results of further samples; [ ] = another dose, or the depositor's remark. Calls follow the shape of the dose curve; as a rule, active = well fitted curve in the direction sought with a large enough effect; inconclusive = small, poorly fitted or top-dose-only effect, or another doubt; inactive = no such curve, though single readings can be large; an effect the other way counts as inactive or inconclusive. Potency is read from the fitted curve at half-maximal effect. Some of the compounds tested; count on the stated rates, not on these rows.

compound | USP1 inh | RGS4 inh | 12-LOX inh | RXFP1 agonist | rTrxR1 inhibitor | Vif-APOBEC3G blk | TrxR1 substrate | Vif-A3F inh | mIDH1 inhibitor
NC(=O)c1ccsc1NC(=O)c1ccc(S(=O)(=O)N2CCCc3ccccc32)cc1 | -13% | -30% | -12% | 0.5% | 11% | 1% | 5% | -6% | -6%
Cc1ccc(-c2noc(COc3ccc4c(c3)OCO4)n2)cc1 | -8% | -1% | -3% | 0.8% | 3% | 1% | -3% | -7% | 6%
CCCCCn1c(CCCNC(=O)c2ccc(Cl)cc2)nc2ccccc21 | -17% | -1% | -3% | -3.7% | 2% | -2% | -5% | 3% | 8%
Cc1cccc(OCC(=O)OCC(=O)NCC2CCCO2)c1C (stereo not given) | -22% | 23% | 8% | -0.2% | 26% | 6% | 8% | -6% | -7%
COC(=O)c1ccc(Oc2nc(C(N)=O)cc(-c3ccccc3)n2)cc1 | -27% | -39% | -20% | 5.1% | -11% | -5% | -6% | 2% | 6%
Cc1ccc(-n2nc(C)c(C3(O)C(=O)N(C(C)C)c4ccccc43)c2N)cc1 (stereo not given) | -20% | 11% | -15% | 0.2% | -14% | 1% | -2% | 5% | -1%
Cc1cccn2c(=O)c3cc(C(=O)NCc4ccc(F)cc4)c(=N)n(CCCN4CCOCC4)c3nc12 | u | 14%[11.4 µM] | 7% | x | -13% | -2% | 103%[activator] | -3% | -13%
CC(=O)c1sc(NC(=O)c2ccc(C)c(C)c2)nc1C | -18% | 4% | 2% | u | 3%[57.1 µM] | -1% | 7% | 2% | 14%
CC1CCCCN1C(=O)Nc1ccccc1Cl (stereo not given) | -24% | -12% | -6% | 0.5% | 9% | 1% | 2% | -3% | 7%
CC(=O)NS(=O)(=O)c1ccc(NC(=O)CN2C(=O)C3C4C=CC(C4)C3C2=O)cc1 (stereo not given) | -14% | -23% | -6% | 1.3% | -1% | -2% | -5% | -23% | -8%
COC(=O)c1cc(S(=O)(=O)NCC(C)c2ccccc2)cn1C (stereo not given) | -10% | 14% | -5% | -0.9% | 12% | -8% | 0% | 4% | -8%
COC(=O)C1CCN(C(=O)COC(=O)c2ccc(N3CCCC3=O)cc2)CC1 | -4% | -5% | 7% | x | 11% | -3% | 3% | -7% | -10%
Cc1ccc(C(=O)OC(C)C(=O)NC2CCCCC2)cc1S(=O)(=O)N1CCCCC1 (stereo not given) | -16% | 28% | 4% | 1.0% | 19% | -7% | 2% | -7% | 1%
Cc1ccc(NC(=O)N2CCc3c([nH]c4ccccc34)C2c2ccccc2F)c(Cl)c1 (stereo not given) | -13% | -7% | -17% | 1.6% | 16% | -7% | -4% | 0% | -8%
COc1ccc(CN2CCNC(=O)C2CC(=O)NCCc2nc(C)c3c(n2)CCC3)cc1C (stereo not given) | -17% | -8% | 3% | 4.5% | -17% | -1% | 3% | -6% | 2%
O=C(OCc1cnc(Cl)s1)c1ccc(Cl)cc1 | -8% | -34% | 0% | 2.8% | 12%[57.1 µM] | -3% | 4%[57.1 µM] | 2% | -5%
Cc1ccc(SCCN2CCC(C(C)(C)C)CCC2=O)cc1 (stereo not given) | 5% | 8% | -10% | -1.0% | 3%&15% | 1%&0% | -8%&-8% | 7% | 9%
Cc1ccc([C@H]2C(C(=O)O)=C[C@@H](C(C)(C)C)N2S(=O)(=O)c2ccc(C)cc2)cc1 | -29% | -7% | -12% | x | -9% | -2% | -2% | 2% | -1%
COc1ccc(S(=O)(=O)N(CC(=O)O)c2ccccc2)cc1 | 4% | -9% | u | 0.3% | -2% | -6% | 3% | -3% | 0%
CCOc1ccc(NC(=O)Cn2c(=O)n(Cc3ccco3)c(=O)c3oc4ccccc4c32)cc1 | 3% | -2% | -19% | -0.5% | 10% | -1% | -2% | -10% | -17%
CCOC(=O)C1CCCN(C(=O)CSc2ccc(NC(C)=O)cc2)C1 (stereo not given) | -19% | u | -4% | 0.3% | 36%[57.1 µM] | 1% | 5%[57.1 µM] | -27% | -7%
CCc1c(C)nc(N)n2c(SCC(=O)Nc3ccccc3OC)nnc12 | -3% | -7% | 17% | 0.2% | -14%[57.1 µM] | 0% | 0%[57.1 µM] | 0% | 2%
CCCN1CCN(CCCNC(=O)Cn2nc(-c3ccc(C)cc3)ccc2=O)CC1 | 3% | 41% | 17% | -0.2% | 26% | -1% | 23% | -3% | 4%
COc1ccccc1N(CC(=O)Nc1cccnc1)S(=O)(=O)c1ccccc1 | 1% | 8% | 7% | 0.1% | 26% | 0% | 11% | 0% | 11%

The closing 3 entries of the part before lead into the next.
compound | USP1 inh | RGS4 inh | 12-LOX inh | RXFP1 agonist | rTrxR1 inhibitor | Vif-APOBEC3G blk | TrxR1 substrate | Vif-A3F inh | mIDH1 inhibitor
CCc1c(C)nc(N)n2c(SCC(=O)Nc3ccccc3OC)nnc12 | -3% | -7% | 17% | 0.2% | -14%[57.1 µM] | 0% | 0%[57.1 µM] | 0% | 2%
CCCN1CCN(CCCNC(=O)Cn2nc(-c3ccc(C)cc3)ccc2=O)CC1 | 3% | 41% | 17% | -0.2% | 26% | -1% | 23% | -3% | 4%
COc1ccccc1N(CC(=O)Nc1cccnc1)S(=O)(=O)c1ccccc1 | 1% | 8% | 7% | 0.1% | 26% | 0% | 11% | 0% | 11%
CC(=O)c1c(C)[nH]c(C(=O)COC(=O)C2(C)CC2(Cl)Cl)c1C (stereo not given) | -19% | 1% | 172%[activator] | x | 17% | 5% | 1% | 9% | -3%
O=Cc1cn(CC(=O)N2CCCc3ccccc32)c2ccccc12 | -16% | -75%[11.4 µM] | u | -1.9% | -4% | 3% | -2% | 1% | 4%
O=C(C[n+]1ccccc1)Nc1ccc(Cl)c([N+](=O)[O-])c1 | -18% | 3% | 5% | 2.2% | 23% | 1% | 0% | 4% | 8%
O=C(OCc1cc(=O)oc2cc(O)ccc12)c1cc(S(=O)(=O)N2CCOCC2)ccc1F | -16% | -18% | u | 6.3% | -1%[57.1 µM] | -7% | 10%[57.1 µM] | -18% | 0%
COc1cc(/C=C/C(=O)OCC(=O)N2CCN(S(=O)(=O)c3ccc(C)cc3C)CC2)ccc1OC(F)F | -4% | -3% | 94%[activator] | x | 12% | 1% | -2% | 2% | -12%
COc1ccc(-n2nnnc2SCC(=O)NCCc2ccc(OC)c(OC)c2)cc1 | -3% | -12% | 1% | 1.2% | 4% | 1% | 2% | -2% | 0%
COc1cccc(/C=N\NC(=O)Cn2nnc3ccccc32)c1O | -1% | -6% | -15% | 2.1% | 18%[57.1 µM] | -4% | 4%[57.1 µM] | -1% | -1%
Cc1cc(NC(=O)C(C)SCC(=O)Nc2cccc(S(=O)(=O)N3CCCCCC3)c2)no1 (stereo not given) | -23% | 0% | -2% | x | 21% | 1% | 0% | 0% | -1%
CCOc1ccc(NC(=O)c2cccc(N3CCCS3(=O)=O)c2)cc1 | -15% | 16% | -3% | -0.9% | 11%[57.1 µM] | -2% | 0%[57.1 µM] | 2% | -11%
C/C(CCC1CC(C)OC1=O)=N\NC(N)=S (stereo not given) | -9% | -10%[56.9 µM] | -11% | 0.2% | 22%[57.1 µM] | 2% | 12%[57.1 µM] | u | 3%
COc1ccc(S(=O)(=O)NC2CCCC2)c(Cl)c1Cl | -1% | 6% | 6% | 3.4% | 10% | 0% | -8% | 2% | -3%
CCOc1ccccc1NC(=O)C1CCCN1C(=O)c1cccs1 (stereo not given) | -9% | -2% | 13% | 1.3% | 4% | 3% | 3% | -1% | 0%
Cn1c(Cn2c(=O)sc3ccccc32)nnc1SCC(=O)N1CCOCC1 | u | 5% | 64% | -0.8% | 17% | -1% | 5% | 3% | -9%
C=CCNC(=S)Nc1ccc(OC(F)F)c(Cl)c1 | -14% | -15% | u | 1.1% | 11%[57.1 µM] | 1% | 6%[57.1 µM] | -6% | 5%
O=[N+]([O-])c1ccc(CN2CCOCCOCCOCC2)cc1 | -8% | -43% | u | -2.5% | -8% | 0% | 0% | -29% | 3%
Cc1ccc(C(O)(C(=O)NN(C(=O)c2ccccc2)c2ccccc2)c2ccc(C)cc2)cc1 | -18% | -9% | -7% | -0.9% | 27% | -2% | 7%[57.1 µM] | 1% | -6%

Source: PubChem BioAssay
